FEN1 inhibitor = qHTS Assay for the Inhibitors of Human Flap endonuclease 1 (FEN1). P39748. Recombinant FEN1 flap cleavage, fluorescence, 15 min. Potency, µM (titrated, usually from 114 µM), for the others: at the top dose activity change, negative = inhibition, usual class: inhibitors. 390,000 tested, 0.35% active. AID 588795, 2011; note: nearly all actives have a fitted effect of over 65% in size
Target sequence (P39748 whole entry, looked up): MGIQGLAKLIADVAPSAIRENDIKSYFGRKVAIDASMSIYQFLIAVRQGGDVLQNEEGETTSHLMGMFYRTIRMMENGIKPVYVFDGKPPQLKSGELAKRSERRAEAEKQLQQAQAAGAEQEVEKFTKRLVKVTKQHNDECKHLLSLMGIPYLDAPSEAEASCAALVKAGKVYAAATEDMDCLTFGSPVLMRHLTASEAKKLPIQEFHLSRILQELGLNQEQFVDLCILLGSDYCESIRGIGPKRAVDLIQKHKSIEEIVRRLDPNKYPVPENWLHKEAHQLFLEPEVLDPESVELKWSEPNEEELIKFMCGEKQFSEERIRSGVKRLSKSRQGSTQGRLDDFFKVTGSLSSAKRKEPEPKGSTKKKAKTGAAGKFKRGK
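Concentration–response screening of FEN1 (10 nM): 15 min compound preincubation at room temperature, reaction started with 50 nM substrate and read at 0 and 15 min. Corrected, normalized data were fitted by a four-parameter Hill equation.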
KAT2A inh = qHTS Assay for Inhibitors of GCN5L2 | Histone acetyltransferase KAT2A (Homo sapiens), Q92830 | GCN5L2 HAT assay, ThioGlo1 CoA-SH fluorescence | Potency, µM (doses to about 58.9 µM), without a hit: top-dose activity change, negative = inhibition, actives largely listed as inhibitors | 390,000 tested, 0.21% active | AID 504327, 2011
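Enzyme at 20nM final was mixed with library compounds for 15 min at room temperature. Peptide H3(1-25) at 75uM, acetyl-CoA at 70uM and ThioGlo1 at 50uM were then added. Plates were read immediately and after 20 min (Ex340nm/Em540nm).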
N370S GC mod = qHTS Assay for Inhibitors and Activators of N370S glucocerebrosidase as a Potential Chaperone Treatment of Gaucher Disease; 330,000 tested, 0.092% active; Potency, µM (highest dose often 59.4 µM), without a hit: at the highest dose activity change, negative = inhibition, usual class: inhibitors; Lysosomal acid glucosylceramidase (Homo sapiens), P04062; N370S GC spleen homogenate, 4MU-glucoside fluorescence;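 note: 0% = full enzyme activity and -100% = no enzyme basal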
Numbers without * were called inactive; ? = inconclusive; · = no result given; & = joins results of further samples; [ ] = remark or other dose. Calls come from the whole dose curve; as a rule, active = well fitted curve in the direction sought with a large enough effect; inconclusive = small, poorly fitted or top-dose-only effect, or another doubt; inactive = no such curve, though single readings can be large; an effect the other way counts as inactive or inconclusive. Unless noted, % is set by controls: 0 for no effect and ±100 for the full control effect; potency is the fitted concentration of half-maximal effect. Some of the compounds tested; the hit share may differ from the screen's.

A first look:
SMILES	FEN1 inhibitor	KAT2A inh	N370S GC mod
Cn1cc(Cl)c(C(=O)N/N=C/c2ccc3c4c(cccc24)CC3)n1	4.3%	-6.3%	3.0%
COCCn1c(C)cc(C2=NNC(=Nc3ccc(OC)cc3)SC2)c1C	-4.3%	-1.4%	-8.0%
COc1cc(OC)c(NC(=O)CSc2nc3ccncc3[nH]2)cc1Cl	-16.3%	-0.7%	-19.4%
CCC(C)NC(=O)CNS(=O)(=O)c1ccc(C)cc1 (stereo not given)	10.3%	0.3%	5.6%
O=C(C1CC1)N1CCN(c2ccc(O)cc2)CC1	0.7%	-4.9%	-12.5%
Cc1ccc(-c2nc(SCC(=O)NCc3ccco3)c3c(=O)n(C)c(=O)n(C)c3n2)cc1	14.8%	-8.0%	·
CC(Sc1nnnn1-c1ccc(O)cc1)C(=O)NC1CCCCC1C (stereo not given)	1.7%	-19.2%	2.8%

The listing, repeating the preview:
SMILES	FEN1 inhibitor	KAT2A inh	N370S GC mod
Cn1cc(Cl)c(C(=O)N/N=C/c2ccc3c4c(cccc24)CC3)n1	4.3%	-6.3%	3.0%
COCCn1c(C)cc(C2=NNC(=Nc3ccc(OC)cc3)SC2)c1C	-4.3%	-1.4%	-8.0%
COc1cc(OC)c(NC(=O)CSc2nc3ccncc3[nH]2)cc1Cl	-16.3%	-0.7%	-19.4%
CCC(C)NC(=O)CNS(=O)(=O)c1ccc(C)cc1 (stereo not given)	10.3%	0.3%	5.6%
O=C(C1CC1)N1CCN(c2ccc(O)cc2)CC1	0.7%	-4.9%	-12.5%
Cc1ccc(-c2nc(SCC(=O)NCc3ccco3)c3c(=O)n(C)c(=O)n(C)c3n2)cc1	14.8%	-8.0%	·
CC(Sc1nnnn1-c1ccc(O)cc1)C(=O)NC1CCCCC1C (stereo not given)	1.7%	-19.2%	2.8%
CC(=O)NC12CC3CC(C1)CC(C(=O)N1CCN(C(=O)c4ccco4)CC1)(C3)C2	2.4%	4.0%	·
CC1Cc2ccccc2N1Cc1cc(=O)c(OCC(=O)Nc2ccccc2)co1 (stereo not given)	?	-14.3%	8.4%
O=C(O)C12C[C@H]3C[C@@H](C1)CC(n1ncc(N4CCN(c5ccccc5)CC4)c(Cl)c1=O)(C3)C2	-6.3%	-4.5%	3.7%
CCOC(=O)CSc1nc(C)cc(C)c1C(N)=O	-5.4%	-4.4%	-8.4%
CCOc1ccccc1CNC(=O)c1ccccc1NC(=O)C1=CSCCO1	-0.7%	-1.4%	0.5%

Some entries already given with just FEN1 inhibitor and KAT2A inh:
SMILES | FEN1 inhibitor | KAT2A inh
O=C(O)C12C[C@H]3C[C@@H](C1)CC(n1ncc(N4CCN(c5ccccc5)CC4)c(Cl)c1=O)(C3)C2 | -6.3% | -4.5%
CCOC(=O)CSc1nc(C)cc(C)c1C(N)=O | -5.4% | -4.4%

Next part.
SMILES	FEN1 inhibitor	KAT2A inh	N370S GC mod
COC(=O)CCN(C(=O)c1ccc(Cl)c([N+](=O)[O-])c1)c1ccccn1	-4.7%	-5.5%	1.7%
Cc1ccc(C(C)C)c(OCC(=O)NN2C(=O)c3ccccc3C2=O)c1	-2.7%	-14.6%	3.4%
Cc1ccc(N(C(=O)Cn2nnc3ccccc32)C(C(=O)NC2CCCCC2)c2cn(C)nc2C)cc1 (stereo not given)	6.7%	16.6%	6.8%
CSc1c(C#N)c(N)c(C#N)c2c1COC(C)(C)C2	-1.7%	2.7%	13.0%
Cc1nnc(SCC(=O)Nc2ccc(-c3nc4ccccc4s3)cc2)s1	2.1%	-2.5%	2.2%
CCCN1C2CCCC1CC(NC(=O)c1cc(OC)c(OC)c(OC)c1)C2 (stereo not given)	-4.2%	-2.3%	-4.0%
NC12NC(=O)C3(O)C4C5CC(C6C5C3C61)C42 (stereo not given)	1.3%	-6.5%	3.9%
O=C(NC(=S)Nc1ccccc1N1CCOCC1)c1ccc(-c2cc(Cl)ccc2Cl)o1	3.9%	21.8%	-18.5%
Cc1ccccc1OCC(=O)Nc1ccccc1C(=O)OCc1cc(=O)n2ccsc2n1	19.7%	20.9%	·
CSc1ccc(/C=C/c2nc3ccccc3n2S(=O)(=O)c2ccc(F)c(C)c2)cc1	-18.2%	2.4%	·
CCOC(=O)c1cnn(-c2cccc(Cl)c2)c1N	-8.8%	-0.4%	2.8%
CCCCC(=O)Nc1ccc(NC(=O)c2ccco2)cn1	-2.3%	-6.2%	-10.6%
Cc1cc(NC(=O)c2ccccc2F)on1	13.7%	1.5%	-24.1%
C#CCOCCOCCOCCNc1nc(N2CCN(C(=O)[C@H](Cc3cc4ccccc4[nH]3)n3cc([C@@H](N)C(C)CC)nn3)CC2)nc(N2CCN(C(=O)[C@H](Cc3cc4ccccc4[nH]3)n3cc([C@@H](N)CC(C)C)nn3)CC2)n1 (stereo not given in full)	·	-7.8%	-28.8%
CCOC(=O)[C@H]1[C@H]2COc3cc(OC)ccc3[C@@H]2N2C(=O)N(c3cccc(F)c3)C(=O)[C@@]12C	1.3%	-2.7%	·
CCCc1c(O)nc(SCCN(CCC)CCC)[nH]c1=O	-6.4%	-2.1%	-2.6%
COc1cccc(NC(=O)COC(=O)Cc2ccc(Cl)cc2)c1	-15.7%	-4.0%	3.4%
CC(=O)c1c(NCc2ccccc2)nc(=O)n(-c2ccccc2)c1C	-4.2%	-1.2%	-13.4%[2.35 µM]
CCC(Sc1nc2cc3c(cc2c(=O)n1Cc1ccco1)OCO3)C(=O)Nc1ccccc1OC (stereo not given)	5.3%	0.0%	14.8%
Cc1cc(C)c(NC(=O)Cn2cnc3c(oc4ccccc43)c2=O)c(C)c1	6.1%&2.1%	-7.3%&-22.5%	15.4%
O=C(NC1CCCC1)c1ccc2c(c1)N(Cc1ccccc1Cl)C(=O)c1ccccc1S2	-18.4%	-0.2%	·
Brc1ccc(-c2csc(N/N=C/c3cccnc3)n2)cc1	7.1%	-2.6%	-7.3%
CN(C)S(=O)(=O)c1ccc(NC(=O)CSc2nnc(-c3ccco3)n2N)cc1	-2.5%	-2.6%	·
CC[C@@H]1C=C(C(=O)O)[C@H](c2ccc(Cl)c(Cl)c2)N1S(=O)(=O)c1ccc(C)cc1	0.8%	-0.8%	·
Cc1nc(SCC(=O)Nc2cc(C)on2)c2c(=O)n(C)c(=O)n(C)c2n1	18.1%	-1.3%	3.5%
CCOCCc1nnc(NC(=O)C2CCN(C(=O)c3ccco3)CC2)s1	-12.8%	-5.6%	-0.1%
Cc1cccc(N2CCN(C(=O)CSc3ccsc3[N+](=O)[O-])CC2C)c1 (stereo not given)	-10.1%	-26.5%	-21.6%
CCn1c(-c2ccco2)nc2ccccc21	-7.7%	-8.2%	8.4%
NCCCCC(=O)O	-5.1%	-8.2%&0.5%&3.0%	-1.1%&-2.2%&-10.5%
CN1C(=O)C(C)(C)c2cc(S(=O)(=O)N3CCC(C(=O)NCc4ccccc4Cl)CC3)ccc21	17.8%	1.9%	0.0%
Cc1ccc(-n2ncc(C(=O)NCCN3CCN(C)CC3)c2C2CCN(C(=O)OC(C)(C)C)CC2)cc1	-1.5%	?	·
O=C1CCNc2cc3ccccc3cc21	-14.1%	-6.3%	3.7%
O=C(O)c1cccc2c1C(=O)c1cccc3snc-2c13	5.4%	-5.9%	1.7%
Cc1nc2ccccn2c1C(=O)N/N=C/c1ccc2c(c1)OCO2	-2.3%	-4.8%	-1.6%
O=C(N/N=C/c1c[nH]c2ccccc12)C1COc2ccccc2O1 (stereo not given)	-15.4%	28.6%	8.1%
O=C(CN1C(=O)C2(SCC(=O)N2c2cccc(F)c2)c2ccccc21)NCc1ccccc1Cl (stereo not given)	10.7%	-18.8%	·
CC(OC(=O)CCOc1ccccc1)C(=O)Nc1ccc(Cl)cn1 (stereo not given)	5.4%	-3.6%	-11.5%
Cc1ccc(Cn2c(SCC(=O)N/N=C/c3ccccc3OCC(=O)O)nc3ccccc32)cc1	12.7%	2.9%	22.3%
CCCCOCCCNC(=O)c1ccc2c(c1)OCO2	6.5%	-8.9%	8.6%
Clc1cccc(OCc2nnc(-c3ccccc3Br)o2)c1	-22.6%	-14.0%	1.1%
CC(C(=O)OCC(=O)N(C)C1(C#N)CCCCC1)N1C(=O)c2ccccc2C1=O (stereo not given)	-4.3%	-0.4%	·
CN(C)Cc1c(C(=O)N/N=C/C=C/c2ccccc2)nnn1-c1nonc1N	-2.2%	-6.2%	10.0%
Cc1ccc(S(=O)(=O)c2cn(CC(=O)Nc3ccccc3C)c3cc4c(cc3c2=O)OCO4)cc1	20.5%	-7.5%	·
c1ccc(N2CCN(c3ccccc3)C2c2cccnc2)cc1	-15.6%	-1.7%	2.3%
N#Cc1cc2cc3c(cc2nc1N1CCCCC1)OCCO3	-8.1%	-6.6%	-0.2%
Cc1ccccc1-c1noc(-c2ccc(NCc3ccco3)c([N+](=O)[O-])c2)n1	13.0%	-3.1%	·
Cc1ccc(SCCSc2nc(C)cc(=O)[nH]2)cc1	-1.6%	-0.4%	-3.2%
CCNC(=O)C1Cc2ccccc2CN1S(=O)(=O)c1ccc(F)cc1 (stereo not given)	-0.8%	-6.5%	0.0%
CC(C)C(NC(=O)COc1ccccc1)C(=O)O (stereo not given)	4.8%	2.6%	-0.8%
COc1ccc(Nc2cc(C(=O)NCc3cccs3)c3ccccc3n2)cc1	12.3%	-3.2%	·
CCOc1ccc(C2c3c(oc4cc(C)c(C)cc4c3=O)C(=O)N2c2ccccn2)cc1 (stereo not given)	-3.2%	-3.2%	·
CCNC(=O)N(C(=O)NCC)n1c(C)nnc1C	8.0%	-2.5%	23.8%
CCC(C)(C)NC(=O)C(c1ccc(OC)cc1)N(C(=O)CCC(=O)Nc1cc(C)on1)c1cccc(F)c1 (stereo not given)	-10.3%	-8.4%	-11.9%
COc1ccc(S(=O)(=O)N2CCC3(CC2)CC(=O)c2ccccc2O3)cc1C	-6.3%	-2.0%	2.5%
COC(=O)Cn1nc(-c2ccc(C)c(S(=O)(=O)N(C)C)c2)c2ccccc2c1=O	0.4%	0.6%	5.2%
COC(=O)CCC(=O)N1CCOCCOCCN(C(=O)CCC(=O)OC)CCOCCOCC1	4.6%	-2.9%	5.1%
O=C(COC(=O)Cc1n[nH]c(=O)c2ccccc12)Nc1cccc(C(F)(F)F)c1	-14.1%	-4.6%	4.7%
Oc1ccc(/C=N/Nc2ncc(Cl)cc2Cl)cc1	-15.7%	6.2%	-16.8%
Clc1ccc2c(NCc3ccccn3)ncnc2c1	-5.3%	-4.2%	6.9%
CC(C)C(NC(=O)OCc1ccccc1)C(=O)OCC(=O)NCc1ccco1 (stereo not given)	-1.5%	?	-9.6%

Continuation:
SMILES	FEN1 inhibitor	KAT2A inh	N370S GC mod
CCCc1nnc(NC(=O)Cc2coc3c(C)c(C)ccc23)s1	-3.5%	8.8%	·
c1ccc(-c2nc(NCc3cccnc3)c3oc4ccccc4c3n2)cc1	-17.1%	-11.0%	-8.5%
Cn1c(=O)n(Cc2ccccc2Cl)c(=O)c2c1nc1n2CCN1c1ccccc1	-0.3%	-4.5%	·
Cc1cc(C)n(-c2ccc(C)c(Cl)c2)n1	-6.9%	-1.5%	16.8%
CSc1nc(-c2ccc(Cl)cc2)nn1C(=O)c1ccco1	8.6%	-1.2%	7.1%
Cc1ccc(C(=O)Nc2ccc3c(c2)nc2n3CCSC2)cc1	-12.0%	-4.6%	0.4%
COc1cccc(CNC(=O)CCCn2ncn3c(cc4occc43)c2=O)c1	-11.9%&3.0%	0.1%&-2.2%	-20.5%
O=C(CSc1ccc2c(c1)OCCO2)Nc1ncc(Cl)cc1Cl	0.8%	-2.3%	-7.9%
NNC(=O)CN1C(c2ccccc2Br)=Nc2ccc(Br)cc2C1c1ccccc1 (stereo not given)	-0.5%	-11.2%	15.9%
COC(=O)c1ccccc1Oc1ccc(NC(=O)C(C)(C)CCl)cc1	7.4%	-6.1%	-14.7%
NNC(=O)CSc1nnnn1-c1ccccc1	-16.5%	-2.4%	3.7%
CN(C(=O)c1ccc(Cl)c([N+](=O)[O-])c1)C1(C)CCS(=O)(=O)C1 (stereo not given)	4.1%	-4.0%	1.3%
O=S1(=O)CCC(n2ncc3c2/C(=C/c2ccccc2)CC3)C1 (stereo not given)	13.4%	-6.0%	-4.0%
FC(F)(F)c1cccc(-c2nc(-c3ccncc3)no2)c1	5.3%	4.3%	-13.5%
CC[n+]1c(/C=C/Nc2ccccc2)sc2ccccc21	-9.3%	-5.2%	-18.6%
COc1ccc(OC)c(C(O)c2nc3ccccc3n2C)c1 (stereo not given)	23.3%	2.7%	3.1%
CCOC(=O)C1CCCN(C(=O)c2ccc3nc(-c4ccccc4)c(-c4ccccc4)nc3c2)C1 (stereo not given)	12.6%	-13.8%	?
Nc1ccc(CSc2ccc(Cl)cc2)cc1	3.3%	-6.5%	-12.6%
O=C(c1ccc(F)cc1)N1CCN(C(=O)c2ccc([N+](=O)[O-])cc2)CC1	1.7%	-3.2%	-14.7%
